TDP1 block: blocks human tyrosyl-DNA phosphodiesterase 1. Potency, µM (series often up to 130 µM), without a hit: at the top dose activity change, negative = inhibition, hits mostly inhibitors. Q9NUW8. actives 0.28% (n = 350,000). AID 485290. recombinant TDP1, AlphaScreen DNA substrate cleavage; note: nearly all actives have a fitted effect of over 40% in size
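Signal: AlphaScreen proximity between streptavidin donor and anti-FITC acceptor beads on intact substrate. Reaction: Tdp1 1 nM, substrate 15 nM final, 5 min RT after 15 min compound preincubation.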
TDP1 cell noCPT: qHTS for Inhibitors of human tyrosyl-DNA phosphodiesterase 1 (TDP1): qHTS in cells in absence of CPT; DT40 Tdp1-/- hTDP1 cells, no CPT, ATP luminescence, 48 h; Potency, µM (highest dose often 46.2 µM), for inactives: at the highest dose activity change, negative = growth inhibition, most hits filed as inhibitors; actives 15% (n = 420,000); note: nearly all actives have a fitted effect of over 55% in size
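Camptothecin absent (DMSO only). Human TDP1-complemented DT40 knockout cells, 400 cells/well, 37 °C for minimum 48 hr; ATP measured via CellTiter-Glo, 30 min dark incubation, luminescence.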
GCN5L2 inh: inhibitors of human GCN5L2 histone acetyltransferase | Q92830 | GCN5L2 HAT assay, ThioGlo1 CoA-SH fluorescence | Potency, µM (highest dose often 58.9 µM), without a hit: top-dose activity change, negative = inhibition, hits mostly inhibitors | actives 0.21% (n = 390,000)
Target sequence (Q92830 whole entry, looked up): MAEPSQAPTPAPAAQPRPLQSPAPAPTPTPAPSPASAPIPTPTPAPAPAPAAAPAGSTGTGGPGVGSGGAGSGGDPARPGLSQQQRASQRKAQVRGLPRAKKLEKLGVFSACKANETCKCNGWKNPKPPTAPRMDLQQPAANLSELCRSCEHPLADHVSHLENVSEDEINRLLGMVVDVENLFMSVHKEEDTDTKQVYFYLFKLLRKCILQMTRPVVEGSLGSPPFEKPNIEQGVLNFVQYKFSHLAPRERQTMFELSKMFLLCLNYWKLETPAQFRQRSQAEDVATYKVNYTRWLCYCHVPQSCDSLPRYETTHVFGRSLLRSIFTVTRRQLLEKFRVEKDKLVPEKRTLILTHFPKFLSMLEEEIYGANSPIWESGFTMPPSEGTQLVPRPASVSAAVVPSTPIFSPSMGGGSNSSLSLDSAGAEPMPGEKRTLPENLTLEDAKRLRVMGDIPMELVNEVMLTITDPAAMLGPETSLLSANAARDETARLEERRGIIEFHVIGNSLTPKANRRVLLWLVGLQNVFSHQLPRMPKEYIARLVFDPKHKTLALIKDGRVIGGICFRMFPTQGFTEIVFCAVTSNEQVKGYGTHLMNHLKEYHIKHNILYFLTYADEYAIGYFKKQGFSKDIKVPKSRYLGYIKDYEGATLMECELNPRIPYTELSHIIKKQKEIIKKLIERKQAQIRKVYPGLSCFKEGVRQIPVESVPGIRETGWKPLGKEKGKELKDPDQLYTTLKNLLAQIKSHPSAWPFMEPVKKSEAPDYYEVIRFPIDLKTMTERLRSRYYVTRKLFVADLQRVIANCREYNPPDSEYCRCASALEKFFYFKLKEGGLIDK
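Fluorescence readout, Ex340nm/Em540nm: ThioGlo1 (50uM final) reacts with free CoA thiol released as 20nM GCN5L2 acetylates H3(1-25) peptide (75uM) using acetyl-CoA (70uM). Compound and enzyme sat 15 min beforehand; 20 min room-temperature reaction.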
Starred values were filed as active, the others as inactive; ? = inconclusive; / = not tested or not shown; & = joins results of further samples; [ ] = remark or other dose. Calls come from the whole dose curve; as a rule, active = well fitted curve in the direction sought with a large enough effect; inconclusive = small, poorly fitted or top-dose-only effect, or another doubt; inactive = no such curve, though single readings can be large; an effect the other way counts as inactive or inconclusive. % is set by controls: 0 for no effect and ±100 for the full control effect; potency is the fitted concentration of half-maximal effect.

no.	SMILES	TDP1 block	TDP1 cell noCPT	GCN5L2 inh
1	Cn1c2c(c(=O)n(C)c1=O)C(NC(=O)c1ccco1)(C(F)(F)F)C(=O)N2 (stereo unspecified)	-7%	-2%	0%
2	O=C1CC(NS(=O)(=O)c2cccs2)CN1c1ccc(Cl)cc1 (stereo unspecified)	2%	?	1%
3	Cc1ccc(-c2[nH]ncc2CNC(C)c2ccccc2)cc1 (stereo unspecified)	5%	?	/
4	C#CCOCCOCCOCCNc1nc(N2CCN(C(=O)[C@H](CCCCN)n3cc([C@@H](N)CO)nn3)CC2)nc(N2CCN(C(=O)[C@H](Cc3ccc(O)cc3)n3cc([C@@H](N)CC(C)C)nn3)CC2)n1	0%	-7%	2%
5	Nc1ccc(C23CC4CC(CC(O)(C4)C2)C3)cc1	-1%	-17%	-5%
6	O=C(O)/C=C/C(=O)N1CCN(S(=O)(=O)c2cc(C(F)(F)F)ccc2Cl)CC1	4%	11%	-8%
7	CCc1ccc(-n2nc(CO)c(C(=O)NCc3ccccc3OC)n2)cc1	2%	-3%	-4%
8	O=C(CN(Cc1ccco1)C(=O)CNS(=O)(=O)c1ccc(F)cc1)NCc1ccccc1	/	-12%	-2%
9	CCN(C(=O)c1cnc2ccc(C)cn2c1=O)c1ccccc1	-1%	-13%	-9%
10	O=C(NCc1ccccc1)c1ccc(CSc2nc3cccnc3n2Cc2cccc(F)c2)cc1	5%	10µM*	-3%
11	Cc1cccc(NC(=O)CSc2ccc(C(N)=O)cc2[N+](=O)[O-])c1C	-3%	-9%	-3%
12	Cc1ccc(S(=O)(=O)N(CC(=O)O)Cc2ccccc2)cc1	6%	-10%	0%
13	CCc1ccc(CN(Cc2cn[nH]c2-c2ccc(OC)cc2)C(=O)Nc2cc(Cl)ccc2OC)cc1	0%	23µM*	-5%
14	CN1CCN(c2ccc(S(=O)(=O)N3CCCCC3)cc2NC(=O)/C=C/c2ccc(Cl)c([N+](=O)[O-])c2)CC1	9%	?	-9%
15	COc1cc(/C=N\NC(=O)OC(C)(C)C)ccc1OC(=O)c1ccco1	2%	-13%	-4%
16	COC(=O)c1ccc(NC(=O)CC2C(=O)N(c3cccc(OC)c3)C(=O)N2C(C)C)cc1 (stereo unspecified)	0%	-21%	2%
17	Cc1ccccc1CN(CC(=O)Nc1cccc([N+](=O)[O-])c1)S(=O)(=O)c1ccc(Cl)cc1	3%	?	-3%
18	COc1ccc(S(=O)(=O)N2CCOCC2)cc1NC(=O)CSc1nnc(C2CC2)n1N	5%	-3%	-5%
19	Cc1cc(C)n(-c2nc3ccccc3n3c(C)nnc23)n1	0%	-3%	-2%
20	O=C(Cc1n[nH]c(=O)[nH]c1=O)N/N=C/c1cccc(O)c1	8%	-3%	-1%
21	CSc1nc(C)cc(C)c1C#N	-2%	-17%	-15%
22	O=C1CC2(CCCC2)CC(=O)N1c1ccccc1	5%	-1%	-13%
23	COC(=O)C1=C(C)N(C)C(C)=C(C(=O)OC)C1c1ccccc1C	-1%	?	-6%
24	COc1cccc(C(=O)c2sc(Nc3ccc(F)c(Cl)c3)nc2N)c1	-3%	-16%	14%
25	CCCCC(=O)NCCNC(=O)c1cc(OCC(F)(F)F)ccc1OCC(F)(F)F	0%	3%	-2%
26	COc1ccc(N2CCN(S(=O)(=O)CCNS(=O)(=O)c3ccccc3)CC2)cc1	/	-29%	-14%
27	C/C(=N\Nc1nc(Nc2ccccc2)nc(N2CCOCC2)n1)c1cccs1	10%	21µM*	-14%
28	CC(=O)N/C(=C\c1ccccc1)C(=O)OCc1ccccc1	0%	2%	-3%
29	COc1cccc(CNC(=O)CN2C(=O)CCSc3ccc(S(=O)(=O)N4CCCC4)cc32)c1	2%	13%	-5%
30	CCOC(=O)c1c(NC(=O)c2cc(=O)c3c(C)cc(C)cc3o2)sc2c1CCC2	4%	0%	-1%
31	CCOC(=O)c1ccc(N/N=C/c2cc(Br)cc([N+](=O)[O-])c2O)cc1	11%	?	11%
32	Cc1ccc(C(=O)Nc2ccc(S(=O)(=O)Nc3onc(C)c3C)cc2)cc1	0%[12.3 µM]	3%	-1%
33	COc1cccc(CNC(=O)c2ccc(NC3=NC4CS(=O)(=O)CC4S3)cc2)c1 (stereo unspecified)	1%	1%	-15%
34	CCCOc1ccc(CNC(=O)C(C)n2nc(C)n3c(cc4occc43)c2=O)cc1 (stereo unspecified)	1%	-29%	-9%
35	Cc1cc(C)cc(-n2cc(C(=O)O)c(=O)cc2C)c1	2%	-23%	-3%
36	CCOCCn1c(CN2CCN(C)CC2)nc2c1c(=O)n(C)c(=O)n2C	/	2%	0%
37	CCOc1ccc(CCNC(=O)c2cc3c(s2)-c2c(C)cccc2OC3)cc1	-5%	-28%	2%
38	COc1ccccc1NC(=O)c1sc2nc(C)c(C(=O)Nc3ccc(C)cc3C)c(-c3ccccc3Cl)c2c1N	3%	-10%	?
39	CCOc1ccc(NC(=O)N2CCN(c3nnc(C)c4c(C)n(-c5ccccc5)nc34)CC2)cc1	8%	-6%	-5%
40	CCNC(=O)NC1(C(=O)N2CCC(Cc3ccccc3)CC2)CCCCC1	/	-7%	-1%
41	NCCC1CCCC(CCN)N1 (stereo unspecified)	-6%[56.1 µM]	-2%	-6%&-12%
42	CCC(=O)N1CCc2cc(S(=O)(=O)NC(Cc3ccccc3)C(=O)NCc3ccc(C)cc3)ccc21 (stereo unspecified)	-5%	2%	-7%
43	Cc1ccc(Sc2c(C)nn(-c3ccccc3)c2OC(=O)CC(C)C)cc1	6%	-27%	1%
44	CCOC(=O)c1sc(NC(=O)CSc2nnc(-c3ccco3)o2)c(C(=O)OCC)c1C	10%	?	1%
45	Cc1nc(C(=O)Nc2ccc(Cl)cc2)sc1C1(C)CC(c2ccccc2)=NO1 (stereo unspecified)	1%	?	-3%
46	CC1(C)CCC/C(=C\c2ccccc2)C1=O	-14%	-3%	0%
47	COC(=O)c1sc(S(=O)(=O)N2CCN(c3ccc(OC)cc3)CC2)c(C(=O)OC)c1C	-4%	?	-4%&-5%
48	COc1cc(-c2nc(C(=O)NC3CCN(Cc4ccccc4)CC3)cc3c2[nH]c2ccccc23)cc(OC)c1OC	/	13µM*	?
49	Nn1c(SCc2cccc(F)c2)nnc1-c1cccnc1	4%	7%	-13%
50	OCC1OC(O)C(O)C(O)C1O (stereo unspecified)	6%	/	?
51	Cc1ccc(NC(=O)CN2C(=O)NC(C)(C3CC3)C2=O)cc1S(=O)(=O)N1CCCCC1 (stereo unspecified)	2%	-27%	1%
52	O=C(CNC1CCCCC1)NN=C(c1ccccc1)c1ccccc1	0%	?	-5%
53	CN1CCN(S(=O)(=O)c2ccc(N3CCN(C(=O)c4ccccc4)CC3)nc2)CC1	-1%	?	3%
54	CCOC(=O)c1c(NC(=O)C(C)Sc2cn(CCNC(=O)c3c(F)cccc3F)c3ccccc23)sc2c1CCC2 (stereo unspecified)	3%	16µM*	-1%
55	CC(=O)c1ccc(N=Nc2c(C)[nH]n(-c3ccccc3)c2=O)cc1	/	?	1%
56	CC(C)c1ccc(NC(=O)CN2C(=O)CSc3ccc(S(=O)(=O)N4CCCC4)cc32)cc1	3%	16µM*	-15%
57	O=c1[nH]c(-c2ccccc2F)nc2c1sc(=S)n2Cc1ccccc1	6%	?	43%[activator]
58	Cc1c(Cl)cccc1NS(=O)(=O)c1c(C(=O)N2CCOCC2)c(C)n(C)c1C	2%	-1%	-5%
59	O=C(NCc1ccc(F)cc1)c1ccc2c(c1)nnn2C1CCCC1	5%	?	-5%
60	CC(=O)[C@@]1(O)[C@H](O)CC2C3CCC4CC(O)CC[C@]4(C)C3CC[C@@]21C (stereo partly specified)	7%	-2%[9.04 µM]	/

(list continues)
no.	SMILES	TDP1 block	TDP1 cell noCPT	GCN5L2 inh
61	Cc1cccc(NC(=O)COC(=O)Cc2cccc(C(F)(F)F)c2)c1C	3%	0%	26%
62	Cc1ccc(S(=O)(=O)c2c(C)cc(C)nc2Oc2cccc(C)c2C)cc1	4%	18µM*	?
63	N#Cc1cccc2c1-c1ccccc1/C2=N/NC(N)=S	/	18µM*	21%
64	Clc1ccc(OCc2nnc(-c3ccccc3Br)o2)c(Cl)c1	-2%	-23%	-4%
65	Cc1nc(NC2CCCCC2)c2nnn(Cc3ccccc3Cl)c2n1	/	?	-3%
66	C/[N+]([O-])=C/c1c(OCc2ccc(Cl)cc2Cl)ccc2ccccc12	3%	?	16%
67	Cn1c(CNC(=O)c2ccco2)nnc1SCC(=O)c1ccccc1	2%	3%	-17%
68	Cc1ccnc(SCC(=O)Nc2oc(-c3ccccc3)c(-c3ccccc3)c2C#N)n1	3%	-48%	-1%
69	C[C@@H]1CN([C@H](C)CO)C(=O)Cc2cc(NC(=O)Nc3ccccc3)ccc2O[C@@H]1CN(C)Cc1ccc2c(c1)OCO2	7%	?	-14%
70	Cc1cccc(NC(=O)CCC(=O)OCC(=O)c2ccc(Oc3ccc([N+](=O)[O-])cc3)cc2)c1	3%	?	-4%
71	O=P(Cc1cccc[n+]1[O-])(c1ccccc1)c1ccccc1	5%	-6%	-3%
72	Cc1onc(-c2ccccc2)c1C(=O)NCc1ccccc1F	/	-22%	-5%
73	CC1(C)CC(=O)/C(=C(\O)c2ccccc2)C(=NCCc2ccccc2)C1	5%	-15%	-1%
74	COc1ccc(/C=N/NC(=O)c2[nH]ncc2Br)c(OC)c1	-3%	-4%	-14%
75	O=C(OCc1ccc([N+](=O)[O-])cc1)C1CC(=O)N(CCc2ccccc2)C1 (stereo unspecified)	1%	-1%	-1%
76	CCN(CC(=O)NC)S(=O)(=O)c1ccc(C)cc1	9%	-13%	-12%
77	COc1ccc(OCCCC(=O)NC(C)c2ccccc2)cc1 (stereo unspecified)	2%	-14%	-4%
78	N#CC1=C(N)Nc2ncnn2C1c1ccccc1 (stereo unspecified)	3%	/	1%
79	COc1ccccc1CCNC(=O)C1CCN(C(=O)/C=C/c2ccccc2)CC1	8%	?	-2%
80	CC(=O)C1=C(O)C(=O)N(c2ccccn2)C1c1ccc(C)cc1 (stereo unspecified)	/	-10%	19%
81	CCCOc1ccc([C@@H]2C3CN(C(=O)OCC)CC=C3C(C#N)=C(N)C2(C#N)C#N)cc1OC (stereo partly specified)	8%	?	-29%
82	CCN(CC)S(=O)(=O)c1ccc(NC(=O)CCN2C(=O)C3CC=CCC3C2=O)cc1 (stereo unspecified)	-3%[56.1 µM]	-15%	3%
83	Cc1ccc(C)c(Cn2nnc3c(=O)[nH]c(C4CCCN(S(=O)(=O)Cc5ccccc5)C4)nc32)c1 (stereo unspecified)	/	?	-5%
84	Cc1csc(NC(=O)c2sccc2C)n1	/	?	-1%
85	COc1ccc(NC(=O)CC2C(=O)N(c3ccc(F)cc3)C(=O)N2Cc2cccnc2)cc1 (stereo unspecified)	6%	-14%	-7%
86	CN1C(=O)C(C)(C)c2cc(S(=O)(=O)N3CCCC3C(=O)NCc3ccccc3Cl)ccc21 (stereo unspecified)	/	-26%	-2%
87	COc1ccc(OC)c(-c2cc(C(=O)NCCc3ccccc3)c3c(-c4ccc(C)cc4)[nH]nc3n2)c1	0%	13µM*	2%
88	CCN(CC)CCn1c2c(c(SCC(=O)Nc3cccc(C(C)=O)c3)nc1=O)CCCC2	/	?	-12%
89	CCCCN1C(=N)N([C@@H](C)CN2CCC[C@H]2CN2C(N)=NC[C@@H]2Cc2ccccc2)C[C@H]1Cc1ccccc1	-14%	?	-2%

Four entries from above, as labelled records.
#39 CCOc1ccc(NC(=O)N2CCN(c3nnc(C)c4c(C)n(-c5ccccc5)nc34)CC2)cc1
  TDP1 block = 8%	TDP1 cell noCPT = -6%	GCN5L2 inh = -5%

#40 CCNC(=O)NC1(C(=O)N2CCC(Cc3ccccc3)CC2)CCCCC1
  TDP1 block = /	TDP1 cell noCPT = -7%	GCN5L2 inh = -1%

#41 NCCC1CCCC(CCN)N1 (stereo unspecified)
  TDP1 block = -6%[56.1 µM]	TDP1 cell noCPT = -2%	GCN5L2 inh = -6%&-12%

#42 CCC(=O)N1CCc2cc(S(=O)(=O)NC(Cc3ccccc3)C(=O)NCc3ccc(C)cc3)ccc21 (stereo unspecified)
  TDP1 block = -5%	TDP1 cell noCPT = 2%	GCN5L2 inh = -7%

Source: PubChem

An excerpt, so the mix of outcomes need not match the whole.
